Screening data deposited in PubChem BioAssay by Sanford-Burnham Center for Chemical Genomics.
MPTP inh – mitochondrial permeability transition pore inhibitors, primary screen, biochemical, isolated mouse mitochondria, absorbance | Ca2+ swelling absorbance, 30 min | AID 602449, 2012 | 1.4% of 360,000 active | inhibition, % at 10 µM;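 active = inhibition of 50% or more, scaled per plate between neutral and stimulator controls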;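 also: 0% = DMSO wells given calcium and 100% = 1 mM EGTA wells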
TIM10 inh – growth inhibitors of isogenic TIM10 control yeast, primary screen, counter-screen for tim10-1 yeast inhibitor project, luminescence, uHTS; inhibition, % at 10 µM; 1.4% of 330,000 active; AID 463195, 2010; S. cerevisiae TIM10 strain growth, BacTiter-Glo luminescence, 24 h;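 active = inhibition of 40% or more at the single tested concentration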;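 also: wild-type TIM10 isogenic control strain grown at permissive 25 °C; 0% = DMSO yeast wells and 100% = minimal medium wells without yeast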
tim10-1 inh – growth inhibitors of tim10-1 mutant yeast, primary screen, luminescence, uHTS. inhibition, % at 20 µM. 2.2% of 330,000 active. AID 463190, 2010. S. cerevisiae tim10-1 ts strain growth, BacTiter-Glo, 24 h;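 active = inhibition of at least 40%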;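 also: mutant grown at 25 °C; 0% = DMSO wells with yeast and 100% = wells holding no yeast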
tim23-1 inh – growth inhibitors of tim23-1 mutant yeast, primary screen, luminescence, uHTS. inhibition, % at 20 µM. 1.3% of 330,000 active. AID 463212, 2010. S. cerevisiae tim23-1 growth, BacTiter-Glo luminescence, 24 h;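 active = growth inhibition of the mutant yeast at or above 50%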;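 also: temperature-sensitive mutant grown at 25 °C; plate controls were DMSO-treated mutant yeast for no effect and medium wells lacking yeast for full effect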
APJ antagonist – antagonists of human apelin receptor APJ, primary screen, CHO-K1 cells, beta-arrestin complementation, luminescence. 0.32% of 330,000 active. inhibition, % at 20 µM. AID 2521, 2010. P35414;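 active = inhibition above about 40% at 20 µM, limit read from the data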;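 also: cells challenged with 10 nM apelin-13 agonist together with compound; plate controls were apelin-13 plus DMSO wells for no effect and DMSO wells lacking apelin-13 for full effect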
Target sequence (P35414 whole entry, looked up): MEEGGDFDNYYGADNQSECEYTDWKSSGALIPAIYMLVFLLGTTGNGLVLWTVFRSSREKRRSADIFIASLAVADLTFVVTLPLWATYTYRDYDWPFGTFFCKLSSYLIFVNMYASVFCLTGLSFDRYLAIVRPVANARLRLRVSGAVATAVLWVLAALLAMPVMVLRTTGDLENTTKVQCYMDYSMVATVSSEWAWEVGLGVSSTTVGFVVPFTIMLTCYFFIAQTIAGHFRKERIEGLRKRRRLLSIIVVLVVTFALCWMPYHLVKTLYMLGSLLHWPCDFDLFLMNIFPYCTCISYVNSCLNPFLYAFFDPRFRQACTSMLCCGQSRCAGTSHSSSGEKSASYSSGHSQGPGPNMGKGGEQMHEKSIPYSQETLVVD
APJ agonist – agonists of human apelin receptor APJ, primary screen, CHO-K1 cells, PathHunter beta-arrestin, luminescence; P35414; 0% DMSO wells, 100% apelin; activation, % at 20 µM; 0.11% of 330,000 active;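 active = activation more than six SD over the plate average, tested at 20 µM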;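 also: 0% = DMSO alone and 100% = apelin-13 at 10 nM; some results filed as inactive read as strong as hits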
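Test system: CHO-K1 APJ beta-arrestin complementation cell line | Compound: Single test compound dose, 20 µM final, 1% DMSO | Incubation: Compound 90 min 25 °C, reagent 1 h | Measured by: beta-gal luminescence | Read-out basis: APJ–arrestin association signal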
NR3A LBD binder – binders of NR3A ligand-binding domain, primary screen, biophysical, differential scanning fluorimetry, uHTS; AID 1259313, 2017; Tm shift relative to glycine control, % at 25 µM; NR3A LBD differential scanning fluorimetry, Tm shift; 0% = protein alone, 100% = glycine-bound protein; 2.5% of 340,000 active;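 active = melting temperature shift of at least 10% of the positive control shift, at one fixed dose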
NALP3 yeast inh – NALP3 inflammasome inhibitors in reconstituted yeast, primary screen, luminescence, uHTS | Yeast reconstituted NLRP3/ASC/caspase-1, beta-gal luminescence, 24 h | inhibition, % at 10 µM | 0.39% of 330,000 active | AID 2825, 2010;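 active = inhibition of 50% or more; inactive = inhibition below 50%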;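 also: plate controls were induced DMSO wells for no effect and uninduced yeast grown without galactose for full effect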
beta cell repl – inducers of MIN6 beta-cell proliferation, primary screen, ATP luminescence, uHTS; MIN6 cells proliferation, ATPlite luminescence, 48 h; cells starved in 0.2% serum; 100% = growth in 10% serum; proliferation, % at 10 µM; 0.29% of 330,000 active; AID 2380, 2010;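 active = compounds whose signal lies at least 3.5 SD above the mean of all wells on their plate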;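 also: 0% = DMSO-treated cells in low-serum medium and 100% = 10% serum control; some compounds called inactive have numbers as strong as hits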
* = called active by the depositor; x = no result given.

SMILES	MPTP inh	TIM10 inh	tim10-1 inh	tim23-1 inh	APJ antagonist	APJ agonist	NR3A LBD binder	NALP3 yeast inh	beta cell repl
O=S(=O)(c1cccc(-c2csc(-c3cccnc3)n2)c1)N1CCOCC1	0.7	11	14	37	-33	3	0	21	5
CN1CCN(S(=O)(=O)c2cccc(C(=O)NCc3ccccc3Cl)c2)CC1	-0.2	5	1	7	9	-4	0	13	-2
FC(F)(F)c1nc2ccccc2n1CCNc1nc(CN2CCCCC2)cs1	0.5	11	8	11	6	8	1	9	7
CCOC(=O)c1snc(-c2ccc(F)cc2)c1N	-0.9	14	11	3	7	-2	14*	29	-2
CCCOc1ccccc1N/C(=N/c1nc(C)cc(C)n1)NC(=O)Nc1ccc(Cl)cc1	-10	9	13	8	13	-3	5	14	-3
CCNS(=O)(=O)c1ccc(NS(=O)(=O)c2cc(C)ccc2C)cc1	-0.7	2	0	13	6	-1	-29	21	-2
Cc1noc(NS(=O)(=O)c2ccc(NC(=O)C(CC(C)C)N3C(=O)c4ccccc4C3=O)cc2)c1C (stereo unspecified)	1.4	7	-3	-5	6	-3	-6	18	2
CCc1nc(SCC(=O)N2CCCC2)c2ccccc2n1	-0.7	10	10	10	17	-4	1	1	-1
Cc1nn(C(C)C(=O)N2CCc3ccccc32)c(C)c1[N+](=O)[O-] (stereo unspecified)	2.0	-10	-3	2	15	0	0	13	-3
CC(=O)c1cccc(NC(=O)C(C)OC(=O)c2cccc(S(=O)(=O)N3CCN(C)CC3)c2)c1 (stereo unspecified)	0.0	4	-6	4	17	-2	2	3	1
COc1ccc(NC(=S)N/N=C/c2cccn2Cc2ccc(F)cc2Cl)cc1	12	36	28	31	0	0	-3	13	-6
CSc1ccccc1NC(=O)CN(c1ccccc1Br)S(C)(=O)=O	-0.1	12	19	10	-8	-3	-3	10	1
COc1ccc(-c2cc(C(=O)Nc3c(C)n(C)n(-c4ccccc4)c3=O)c3ccccc3n2)cc1	0.7	6	-9	6	18	1	-6	2	0
NNC(=O)C(Cc1ccc(O)cc1)N1Cc2ccccc2C1=O (stereo unspecified)	-1.3	6	3	11	11	-1	-1	11	-2
CCC1Oc2ccc(C)cc2N(CC(=O)N(Cc2ccncc2)Cc2ccco2)C1=O (stereo unspecified)	0.2	17	30	20	8	-7	-2	1	0
O=C(O)Cc1ccc2c(c1)N(S(=O)(=O)c1cccc(C(F)(F)F)c1)CC(C(=O)O)O2 (stereo unspecified)	-0.2	-9	14	-6	3	-6	4	-1	2
C=CCn1c(Oc2ccccc2F)nc2c1c(=O)n(C)c(=O)n2C	-0.6	-10	-13	10	2	-1	-2	20	-3
COc1ccc(OC)c(-c2nc(C)sc2CC(=O)O)c1	0.3	10	14	17	9	-7	1	6	-1
C=CCNC(=S)Nc1ccc(OC)c(S(=O)(=O)N2CCOCC2)c1	0.0	11	4	4	11	-1	-1	-1	1
CNc1nc(C)c([N+](=O)[O-])c(Nc2ccc(OC)cc2)n1	0.3	0	-3	0	-9	-4	-1	28	-1
COc1ccc(N=c2oc3cc(O)ccc3cc2C(=O)NCC2CCCO2)c(OC)c1 (stereo unspecified)	12	-5	7	0	31	-7	-30	11	1
O=C(NCCCn1ccnc1)/C(=C\c1cccnc1)NC(=O)c1ccccc1Br	-1.5	-2	7	2	2	2	-1	16	4
O=C(CSc1nncn1-c1cccnc1)N(c1ccccc1)c1ccccc1	-1.9	-5	-3	3	-6	2	-1	-8	-1
CCc1c(C)nc2cc(-c3ccc(OC)c(OC)c3)nn2c1N1CCC(C)CC1	1.1	31	30	15	-28	-1	-5	27	-6
O=C(NCCn1cc(SCc2ccccc2)c2ccccc21)c1ccccc1F	4.3	-7	11	19	-9	-2	-7	27	-6

(cont.)
SMILES	MPTP inh	TIM10 inh	tim10-1 inh	tim23-1 inh	APJ antagonist	APJ agonist	NR3A LBD binder	NALP3 yeast inh	beta cell repl
Cc1ccc(S(=O)(=O)N2CCC(C(=O)Nc3ccc(S(=O)(=O)N4CCCC4)cc3)CC2)cc1	0.7	8	-9	0	9	-1	-3	10	-1
O=C(OCc1cccs1)c1ccccc1NS(=O)(=O)c1ccc2c(c1)OCCO2	1.6	9	28	14	9	-5	1	12	-1
CC[C@]12c3[nH]c4cc(-c5ccco5)ccc4c3CCN1C(=O)[C@@H](CC(=O)NCCCn1ccnc1)C[C@@H]2C(=O)N1CCN(C(=O)c2ccco2)CC1	-0.8	-9	-2	23	x	x	0	x	x
Cc1nc(C(F)(F)F)c(C(=O)NC(=O)Nc2ccc(OC(F)(F)F)cc2)s1	46	14	40	38	3	-3	-5	26	-1
COC(=O)c1ccc(NC(=O)C23CCC(C)(C(=O)O2)C3(C)C)cc1 (stereo unspecified)	-1.1	7	5	18	-11	14	1	21	1
Cc1cnn2c(C3CC3)ccnc12	-1.0	-15	10	-2	-2	-3	0	0	-4
CC(C)CN(C)Cc1c(C(=O)N2CCc3ccccc3C2)nc2ccc(Cl)cn12	5.4	36	38	39	20	-2	-3	6	-6
O=C1c2oc3ccccc3c(=O)c2C(c2cccs2)N1CCCN1CCOCC1 (stereo unspecified)	-3.6	13	15	22	-4	-3	1	-9	-2
O=Cc1ccc(OCC(=O)N2CCOCC2)cc1	-2.6	4	8	27	-24	0	-1	5	1
CCCOc1ccc(N2C(=O)CC(N3CCC(c4nncn4CC)CC3)C2=O)cc1 (stereo unspecified)	0.8	11	40	20	2	-1	0	2	0
CCOc1ccc(N(CC(=O)NC2CCCCC2)C(=O)CCC(=O)Nc2ccccn2)cc1	0.7	1	11	-4	-7	-1	-2	17	-2
Cc1ccc(C(C)C)c(OCCCCCN2CCOCC2)c1	-2.2	-68	-38	-7	-4	0	0	30	0
Cc1onc(-c2ccccc2)c1C(=O)N=C(N)c1ccc(Cl)cc1	6.2	2	-5	-3	5	-3	-1	17	0
O=C(CCCN1C(=O)c2ccccc2C1=O)Nc1nncs1	19	-6	-15	-13	23	-3	0	-3	-1
Cc1cn(C(=O)c2ccccc2)c(=S)n1-c1ccc(Cl)cc1	-1.3	19	22	25	13	-2	-4	-25	-2
O=C(Nc1cccc(-c2cn3cccnc3n2)c1)Nc1ccccc1F	-0.2	-1	15	-6	-32	4	12*	-2	1
COc1ccc(C)cc1-n1nnnc1SCc1nc2ccccc2s1	2.7	10	32	20	-24	0	1	16	-1
COc1ccc(S(=O)(=O)N(C)C[C@H]2Oc3c(NS(=O)(=O)c4cn(C)cn4)cccc3C(=O)N([C@H](C)CO)C[C@@H]2C)cc1	0.2	3	4	15	-2	-3	0	13	-1
COc1ccc(CCNC(=O)c2cc(C3CC3)on2)cc1OC	0.5	-22	-27	-9	2	-1	0	-6	0
CC1CN(c2ccc(Cl)nn2)CC(C)O1 (stereo unspecified)	-0.9	-9	-3	3	2	-2	-1	-2	1
CC1CSC(N(C(=O)c2ccc(S(C)(=O)=O)cc2)c2ccc(Cl)cc2)=N1 (stereo unspecified)	-1.0	24	32	36	21	-8	2	33	-5
CCCC(=O)N1CCN(c2ccc(NC(=O)c3ccc(N4CCCC4)c([N+](=O)[O-])c3)cc2Cl)CC1	5.1	9	19	4	6	-4	-3	7	-1
O=C(c1ccccc1)C(C(=O)N1CCCCC1)n1ccccc1=O (stereo unspecified)	-1.2	2	10	-4	5	-4	-8	4	-4
Cn1nc(C(F)(F)F)cc1C(=O)Nc1ccc(-c2ccno2)cc1	1.5	14	29	30	15	-2	5	11	-2
CCOC(=O)C1=C(C)NC(C)=C(C(=O)OCC)C1C(=O)OCC(=O)NCCc1ccc(S(N)(=O)=O)cc1	-0.2	1	-2	4	-60	7	-1	10	-4

Next part.
SMILES	MPTP inh	TIM10 inh	tim10-1 inh	tim23-1 inh	APJ antagonist	APJ agonist	NR3A LBD binder	NALP3 yeast inh	beta cell repl
Cc1cccc(Nc2nc(-c3ccc(F)c(C)c3)cs2)n1	0.4	24	-6	49	-11	-1	4	20	-5
CC(C)Sc1nc(N)c2c3c(sc2n1)CN(C)CC3	-1.6	10	14	-3	10	-4	1	1	-3
COc1ccccc1NC(=S)Nc1ccccn1	-1.1	11	29	32	15	-1	0	45	0
COc1ccc(OCC(=O)NC(=S)Nc2ccc(N3CCOCC3)c(Cl)c2)cc1	8.8	25	30	16	13	-2	-9	18	-2
Cc1ccc(C(=O)C2CCNCC2)cc1	-0.8	-8	10	5	-11	2	1	-5	-3
CN(/C=C/C(=C\C=[N+](C)c1ccccc1)OCCCS(=O)(=O)[O-])c1ccccc1	-0.6	-1	3	23	-6	0	1	15	-6
CC(C)[C@H](NC(=O)c1cccc(S(=O)(=O)N2CCOCC2)c1)C(=O)NCc1ccc(F)cc1	-0.2	-5	-4	13	0	-2	2	6	-1
c1ccc2c(c1)nc(N1CCCCCC1)c1ccccc12	7.9	8	2	16	-10	-4	-1	20	-3
Cc1ccc(S(=O)(=O)N(C)C)cc1-n1c(SCC(=O)Nc2ccccc2)nc2ccccc2c1=O	1.4	2	21	23	-1	3	0	0	2
O=C(N/N=C/c1ccc(-c2ccccc2[N+](=O)[O-])o1)[C@H]1C[C@@H]1c1ccccc1	1.1	12	-7	43	-43	2	-9	10	-2
Cc1oc(S(=O)(=O)N2CCCC2)cc1C(=O)Nc1ccccc1	1.8	-11	-7	-24	1	-5	3	22	0
Cc1ccccc1NC(=S)NC1CCN(Cc2ccccc2)CC1	-3.1	-21	-12	2	3	-4	-4	12	0
CN(C)C(=O)CCc1ccc2c3c([nH]c2c1)[C@]1(CCC2CCCC2)[C@@H](C(=O)N2CCOCC2)C[C@H](CC(=O)NCCCn2ccnc2)C(=O)N1CC3	-2.6	-8	9	30	x	x	1	x	x
O=C(Nc1ccccc1N1CCCCC1)c1ccc(-c2cc(Cl)ccc2Cl)o1	5.1	-3	-3	13	15	-7	-3	4	-6
COC(=O)C(Cc1c[nH]c2ccccc12)NC(=O)c1cncc(Br)c1 (stereo unspecified)	-0.1	4	-22	-19	8	-3	6	8	1
Cc1ccc(S(=O)(=O)N2CCC(C(=O)N[C@@H](C)C(=O)Nc3ccc(F)cc3)CC2)cc1	0.8	-1	-4	-16	12	-4	-1	-4	-1
COc1cccc(C(=O)Nc2ccc(Cl)c(C(F)(F)F)c2)c1	99*	61*	64*	68*	-11	10	5	11	-6
CC1=C(C(N)=O)C(c2cccnc2)n2nc(-c3cccc(C)c3)nc2N1 (stereo unspecified)	-1.1	-16	4	18	-25	4	-1	-3	3

Looked up one by one from the entries so far (five):
SMILES	MPTP inh	TIM10 inh	tim10-1 inh	tim23-1 inh	APJ antagonist	APJ agonist	NR3A LBD binder	NALP3 yeast inh	beta cell repl
CN(C)C(=O)CCc1ccc2c3c([nH]c2c1)[C@]1(CCC2CCCC2)[C@@H](C(=O)N2CCOCC2)C[C@H](CC(=O)NCCCn2ccnc2)C(=O)N1CC3	-2.6	-8	9	30	x	x	1	x	x
O=C(NCCn1cc(SCc2ccccc2)c2ccccc21)c1ccccc1F	4.3	-7	11	19	-9	-2	-7	27	-6
C=CCn1c(Oc2ccccc2F)nc2c1c(=O)n(C)c(=O)n2C	-0.6	-10	-13	10	2	-1	-2	20	-3
Cc1ccc(S(=O)(=O)N2CCC(C(=O)Nc3ccc(S(=O)(=O)N4CCCC4)cc3)CC2)cc1	0.7	8	-9	0	9	-1	-3	10	-1
COc1ccc(OCC(=O)NC(=S)Nc2ccc(N3CCOCC3)c(Cl)c2)cc1	8.8	25	30	16	13	-2	-9	18	-2

Random draw from the library; about 7.2% have a hit in one of these screens.
